Salmonella PhoP GFP: inhibitors of PhoP regulon expression, primary screen, Salmonella Typhimurium, GFP reporter (AID 1863). S. Typhimurium PhoP-regulated promoter GFP reporter, 4 h; higher % means a stronger effect. inhibition, % at 50 µM, or IC50 in µM where a hit was titrated. hit rate 0.16% among 300,000;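 active = inhibition over 29.93%, a cutoff 3 SD above the screen mean, later confirmed by dose response; inconclusive = inhibition over 29.93% but no dose response follow-up; inactive = inhibition at most 29.93% or unconfirmed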;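 note: 0% = low Mg2+ inducing control and 100% = high Mg2+ repressing control; strong numbers were not always called active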
human PMI inhibitors: MPI inhibition at elevated mannose 6-phosphate – biochemical, fluorescence intensity, high mannose 6-phosphate, primary screen (AID 1220). recombinant PMI enzyme, coupled fluorescence intensity; higher % means a stronger effect. inhibition, % at 20 µM, or IC50 in µM where a hit was titrated. hit rate 0.66% among 190,000
SV40 large T antigen: SV40 large T antigen inhibitors, biochemical (AID 1903) | SV40 large T antigen ATPase/helicase inhibition assay; higher % means a stronger effect | one-dose inhibition, % at 20 µM; IC50 in µM for titrated hits | hit rate 0.39% among 310,000; in the data active = a potency from the dose series; inconclusive = inhibition mostly from about 32% at the one dose, without a potency; inactive = the rest, 99 in 100 with inhibition below about 32%; note: strong numbers were not always called active
human PMI inhibition: inhibitors of human PMI, primary screen, biochemical, fluorescence intensity, coupled assay (AID 1209). purified PMI enzyme, coupled fluorescence intensity; higher % means a stronger effect. inhibition, % at 20 µM, or IC50 in µM where a hit was titrated. hit rate 0.42% among 190,000;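 note: plate controls were DMSO vehicle for no effect and wells lacking substrate for full effect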
TNAP activators: stimulation of alkaline phosphatase TNAP activity – biochemical, luminescent, no phosphate acceptor, uHTS, primary screen (AID 1001). purified TNAP, luminescent activation assay, no phosphate acceptor; higher activation fold means a stronger effect. one-dose activation fold at 20 µM; EC50 in µM for titrated hits. hit rate 0.03% among 200,000; in the data active = activation fold from about 3, or a potency from the dose series; inactive = the rest, 99 in 100 with activation fold below about 1.6; note: many of its hits are not listed in these tables
RSV CPE inhibition: inhibition of RSV-induced cytopathic effect – HEp-2 cells, primary 10 µM value included (AID 2391); one-dose CPE inhibition, % at 10 µM; IC50 in µM for titrated hits; HEp-2 cells, RSV-induced CPE inhibition; higher % means a stronger effect; hit rate 0.13% among 310,000; in the data active = a potency from the dose series; inconclusive = CPE inhibition mostly from about 23% at the one dose, without a potency; inactive = the rest, 99 in 100 with CPE inhibition below about 21%; note: strong numbers were not always called active
ER stress rescue: rescue of cells from ER stress-induced death, primary screen, 384-well, CSM14.1, thapsigargin, ATP luminescence (AID 1222); cellular ATP content (survival), % at 20 µM, or EC50 in µM where a hit was titrated; CSM14.1 thapsigargin-induced death rescue, ATP luminescence; higher % means a stronger effect; 190,000 tested, under 10 active;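 active = EC50 below 50 µM in the dose-response confirmation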;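 note: death triggered by thapsigargin at about 15 µM added after 2 h compound pretreatment; cell ATP read after overnight thapsigargin exposure of roughly 18 to 22 hours; normalized against plate controls of thapsigargin alone and 5% DMSO vehicle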
West Nile virus CPE: West Nile virus antiviral activity, cell-based, CPE readout (AID 1621) | hit rate 0.02% among 290,000 | CPE inhibition, % at 10 µM, or IC50 in µM where a hit was titrated | West Nile virus-infected cells, CPE inhibition; higher % means a stronger effect; in the data active = a potency from the dose series; inconclusive = CPE inhibition mostly from about 3.7% at the one dose, without a potency; inactive = the rest, 99 in 100 with CPE inhibition below about 2.2%; note: strong numbers were not always called active
Insulin prom up: MIN6 insulin promoter up-regulation | MIN6 insulin promoter-GFP reporter, high-content imaging; stronger effect = higher value | z-score at 5 µM | hit rate 0.3% among 190,000;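 active = z-score above 3 at 5 µM with at least 500 cells counted in the well; inconclusive = wells under 500 cells, flagged as cytotoxic or low count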
Insulin prom up cell count: recorded beside Insulin prom up, whose call it bears; cell count; measured here: cytotoxicity, nuclei count;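 total cells summed across four imaged fields per well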
Numbers without * were called inactive; u = inconclusive; x = not tested or not shown. Cut-off read from the data, not from the text of the source, unless noted: active = inhibition above about 50%; inactive = the rest. The order is random; overall some 1.5% were active at least once.

Compound	Salmonella PhoP GFP	human PMI inhibitors	SV40 large T antigen	human PMI inhibition	TNAP activators	RSV CPE inhibition	ER stress rescue	West Nile virus CPE	Insulin prom up	Insulin prom up cell count
CC(C)c1ccc(NC(=O)C(c2ccc3c(c2)OCO3)N2CCN(C(=O)c3ccco3)CC2)cc1 (stereo not given)	-14%	14%	1%	21%	1.5	13%	2.3%	-1.4%	0.89	1166
COc1ccc(N2Nc3n[nH]c(N)c3N2)cc1	0%	-48%	35%	-42%	1.2	0.5%	-2.2%	-0.2%	x	x
Cc1cc(C)c(C#N)c(SCc2ccc(C#N)cc2)n1	8%	0%	24%	2%	1.1	1.7%	-2.9%	-0.1%	-0.89	1291
CC1(C)Cc2c(C#N)c(NCCc3ccccc3)nc(-c3ccco3)c2CO1	6%	-32%	34%	-16%	1.1	2.0%	1.1%	0.2%	x	x
COc1ccc(N2CCN(C(CNC(C)=O)c3ccc4c(c3)OCO4)CC2)cc1 (stereo not given)	7%	x	24%	x	x	-1.6%	x	-0.5%	x	x
Cc1ccccc1NC(=O)Oc1cccc(OC(=O)c2ccccc2)c1	3%	x	23%	x	x	1.9%	x	0.4%	-0.52	1052
Cn1c2ccccc2c2ncn(CCCN3CCOCC3)c(=O)c21	8%	12%	14%	13%	1.1	0.2%	-1.5%	0.1%	-0.47	1210
CCSC1=NC(=O)/C(=C2/C=Cc3ccccc3N2CC)S1	-10%	12%	-2%	19%	0.8	3.9%	-2.4%	-0.2%	1.1	787
CCOC(=O)N1CCc2c(sc(NC(=O)CCS(=O)(=O)c3ccccc3)c2C(N)=O)C1	8%	x	21%	x	x	-1.5%	x	1.3%	x	x
O=C(c1cccc(Br)c1)N1CCN(S(=O)(=O)N2CCCCC2)CC1	-15%	x	6%	x	x	7.4%	x	-0.4%	x	x
Cn1c(SCC(=O)Nc2ccc3c(c2)OCCO3)nnc1-c1ccccn1	10%	-6%	1%	1%	1.1	0.1%	-1.3%	0.5%	-1.3	1068
COC(=O)CSc1nnc(NC(=O)CCc2ccccc2)s1	8%	x	9%	x	x	7.6%	x	0.0%	x	x
CC1CCCCC1NC(=O)c1ccc(CSc2nc3ccncc3[nH]2)cc1 (stereo not given)	13%	0%	-5%	0%	0.9	-1.4%	-3.5%	x	0.1	1234
O=C(NCCCN1CCCC1)Nc1cccc2ccccc12	-11%	19%	14%	9%	1.1	0.5%	-0.4%	x	-0.19	1476
Cc1cc(S(=O)(=O)N2CC(=O)N(CCc3ccccc3)C(=O)C2)ccc1F	20%	-13%	-16%	-14%	1	x	-1.8%	0.2%	1.4	1425
C=C(C)COc1ccc(-c2nc(N)ncc2Oc2ccc(OC)cc2)c(O)c1	10%	15%	5%	13%	1.1	0.8%	2.2%	x	-0.64	1180
COc1ccc(NC(=O)N2CCCC2C(=O)NCc2ccc(C)cc2)cc1 (stereo not given)	5%	0%	12%	-3%	1.1	-0.6%	-0.8%	-0.2%	-0.5	1386
COc1ccc(C2=NN(C(=O)CCCC(=O)O)C(c3cn(-c4ccccc4)nc3-c3ccccc3)C2)cc1 (stereo not given)	3%	x	24%	x	x	10%	x	-0.1%	1.4	945
O=C(O)c1cc(NC(=O)c2ccco2)cc(NC(=O)c2ccco2)c1	0%	x	2%	x	x	0.9%	x	-0.1%	x	x
O=C(CSc1ccc(-c2ccco2)nn1)c1cccc([N+](=O)[O-])c1	-3%	-22%	29%	-11%	1	0.7%	-0.9%	-1.3%	-0.22	1483
O=C(COc1ccc(S(=O)(=O)N2CCOCC2)cc1Cl)NCCCn1ccnc1	10%	x	5%	x	x	-0.4%	x	0.5%	x	x
CN1CCCN(S(=O)(=O)c2cccc(C#N)c2)CC1	-3%	x	1%	x	x	1.4%	x	1.2%	x	x
O=C(O)c1cccc(NC(=O)C2CCCO2)c1 (stereo not given)	-10%	7%	7%	19%	1.2	0.3%	-0.6%	0.0%	0.55	913
CN=C1c2cc3c(Br)c(OC)ccc3n2CCN1C	19%	4%	12%	6%	1.1	-1.0%	-1.2%	0.1%	-0.17	915
O=C1CC(=C(c2ccccc2)c2ccccc2)C(=O)N1CCN1CCN(c2cccc(Cl)c2)CC1	-2%	-2%	9%	0%	1	0.4%	-1.4%	-0.1%	0.69	909
Cc1onc(-c2c(F)cccc2Cl)c1C(=O)N1CCN(c2ncccn2)CC1	8%	8%	7%	8%	1.1	-1.2%	2.5%	0.1%	-0.25	1404
CCCCC(=O)OCC(=O)Nc1cccc(S(=O)(=O)NC2=NCCCCC2)c1	7%	-7%	3%	-7%	1.1	1.9%	-0.4%	0.9%	x	x
CCOC(=O)c1c(C)[nH]c(C(=O)/C(C#N)=C/c2ccc(OCC)cc2)c1C	-10%	12%	9%	19%	1	u	-5.2%	0.2%	1.6	2204
CCC(C)(C)NC(=O)C(c1ccccc1Cl)N(C(=O)CCC(=O)Nc1cc(C)on1)C(C)(C)C (stereo not given)	5%	x	0%	x	x	0.8%	x	-0.6%	x	x
Cn1c(=O)oc2cc(C(=O)c3ccccc3)ccc21	3%	15%	10%	13%	1.2	1.1%	x	0.1%	-0.37	1049
Cc1onc(-c2ccccc2)c1C(=O)N/N=C/c1ccc(Br)cc1	-4%	x	4%	x	x	1.0%	x	0.1%	x	x
Cc1ccc(-c2nnc(/C=C/c3ccccc3)o2)cc1	-7%	11%	15%	18%	1	1.5%	-0.3%	0.0%	0.43	1393
CCCOC(=O)c1ccc(NC(=O)C(=O)NCCN(CC)CC)cc1	1%	8%	16%	11%	1	-0.8%	-1.7%	1.4%	0.67	1480
O=C(O)c1ccc2c(c1)C(=O)N(NC(=O)c1ccc(O)cc1)C2=O	-15%	-9%	6%	-9%	0.9	0.7%	1.0%	1.2%	-0.25	1234
O=C1CCN(C(=O)Nc2ccccc2Cl)N1	0%	-120%	19%	-45%	1	1.0%	-1.2%	-0.3%	0.47	1531
CN(C)C(=O)/C(=C\c1ccc(-c2cccc([N+](=O)[O-])c2)o1)NC(=O)c1ccccc1	-10%	2%	7%	0%	1	3.1%	x	-0.7%	0	1278
CCOC(=O)CN1C(=O)N[C@@H](c2ccccc2)[C@H](C(C)=O)[C@H]1C	-1%	x	7%	x	x	-0.2%	x	-0.1%	x	x
CC(C)OC(=O)/C(C#N)=C/c1cn(C)c2ccccc12	-9%	x	8%	x	x	14%	x	-0.3%	-0.04	1065
CCOC(=O)CNC(=O)CSc1nnc(-c2cccc(OC)c2)n1CC	-6%	8%	3%	-2%	1.1	2.3%	-1.7%	0.3%	x	x
CC(O)c1cc2c(cc1NC(=O)c1cnn3c1NC(c1ccco1)CC3C(F)(F)F)OCO2 (stereo not given)	-13%	5%	8%	14%	1.1	-0.3%	4.9%	-0.1%	0.36	1240
Cc1ccnc2nc(C(=O)Nc3nnc(-c4ccc(Cl)cc4)o3)nn12	-16%	-14%	24%	-15%	1.2	1.8%	-1.7%	0.0%	-0.06	1226
CCCN(CCC)CCCNC(=O)c1cn(-c2ccc(OC)cc2)c(=O)c2ccccc12	-11%	x	6%	x	x	0.3%	x	-0.2%	x	x
CCC(=O)N1CCc2cc(S(=O)(=O)NC(Cc3ccccc3)C(=O)O)ccc21 (stereo not given)	3%	x	10%	x	x	1.4%	x	0.1%	x	x
C=CCN1C(c2ccc(OCC)cc2)=CS/C1=C(\C#N)c1nnc2n1CCCCC2	13%	-28%	-1%	-8%	1.1	8.0%	x	-0.4%	-0.42	1145
COc1ccc(-c2cc3nc4n(c(=O)c3s2)CCCCC4)cc1	-14%	x	6%	x	x	12%	x	-0.3%	-0.05	1370
CCOC(=O)c1c(S(=O)(=O)NC2CCN(C(=O)OCC)CC2)c(C)n(C)c1C	-4%	x	4%	x	x	0.5%	x	-0.1%	x	x
O=C(Nc1ccc(-c2nc3ccccc3o2)cc1)c1ccc(N2CCOCC2)c([N+](=O)[O-])c1	13%	4%	10%	4%	1.1	1.1%	-0.5%	1.2%	-1.2	1001
Clc1ccc(-c2n[nH]c3c2CCC3)cc1Cl	10%	19%	-1%	19%	1	1.0%	0.9%	0.1%	-0.02	1454
CN(CC(=O)NCCN1CCOCC1)S(=O)(=O)c1ccc(F)cc1	1%	x	12%	x	x	0.7%	x	0.1%	x	x
CC1CCCN(CCCN2C(=O)C3C(C(=O)Nc4ccc(Cl)cc4)C4C=CC3(O4)C2C(=O)NC2CCCCC2)C1 (stereo not given)	4%	x	2%	x	x	0.8%	x	-0.4%	x	x
COc1cccc(NS(=O)(=O)NC(=O)c2c[nH]c3ccccc23)c1	4%	x	5%	x	x	-0.7%	x	0.3%	x	x
O=C(NC1CCCCC1)c1ccccc1NC(=S)NC(=O)C1CC1	-6%	4%	8%	3%	1	2.3%	-0.5%	-1.1%	0.11	1179
COc1ccccc1N1CCN(S(=O)(=O)c2ccc3c4c(cccc24)C(=O)N3)CC1	5%	19%	8%	13%	1.1	16%	0.9%	-0.2%	0.18	1135
CCN1CCC(CNCc2cn(-c3ccc(OC)cc3)nc2-c2ccccc2Cl)C1 (stereo not given)	-5%	-2%	8%	1%	1.1	-1.2%	-3.3%	0.6%	-0.6	1217
CC(=O)Nc1sc(C)c(C)c1CN1CCN(Cc2ccccc2)CC1	8%	15%	7%	3%	1.1	-1.7%	0.2%	-1.4%	-0.52	1543
Cn1c(C(=O)N2CCN(C3CCCCC3)CC2)cc2c(=O)n(C)c3ccccc3c21	-4%	-2%	1%	-1%	1.1	x	0.4%	-0.6%	0.41	885
COc1ccc(NC(=O)N(Cc2cc3cc(OC)c(OC)cc3[nH]c2=O)CC2CCCO2)cc1 (stereo not given)	-2%	2%	8%	6%	1.1	0.8%	0.1%	0.1%	-0.64	1401
Cc1ccc(C)c(OCCCC(=O)NC2CCCCC2)c1	-3%	x	8%	x	x	2.1%	x	-1.4%	x	x
Cc1cc(C)n(CCc2nc(-c3cccs3)cs2)n1	6%	-21%	0%	-31%	1.1	0.3%	0.1%	0.1%	x	x
O=[N+]([O-])c1ccc(CP(=O)(c2ccccc2)c2ccccc2)cc1	15%	x	3%	x	x	0.3%	x	-1.2%	x	x
COc1ccc(-c2cc(C(F)(F)F)c(C#N)c(SCC(=O)O)n2)cc1	0%	0%	25%	3%	1.1	4.8%	2.1%	0.4%	0	1466

Compound activity: PubChem, several laboratories
